ERK EGF block: blocks ERK signaling stimulated by EGF | HEK293-V1b, EGF-stimulated phospho-ERK AlphaScreen | Potency, µM (titrated, usually from 11.5 µM), inactives show at the highest dose activity change, negative = inhibition, hits mostly inhibitors | 130,000 tested, 0.41% active | AID 1454; active = well fitted inhibition curve with a large enough effect; inconclusive = small, poorly fitted or top-dose-only effect, or effect the other way;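 also: plate controls were stimulated vehicle wells for no effect and unstimulated vehicle basal for full effect; nearly all actives have a fitted effect of over 55% in size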
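V1b-HEK293, 1% FBS o/n; cpd 30 min 37C; EGF 25 nM final, 5 min; lyse 10 min; AlphaScreen beads 5 h RT. Normalized DMSO basal vs EGF max; Hill AC50.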
Starred values were filed as active, the others as inactive; u = inconclusive; & = joins results of further samples; [ ] = dose if it differs, or a comment. Potency is read from the fitted curve at half-maximal effect.

#	structure	ERK EGF block
1	CCCCn1c(=O)[nH]c(=O)c2c1nc(-c1ccccc1F)n2Cc1ccccc1	37%
2	Cc1nc(N2CCCCC2)c2c(C)c(C(=O)Nc3ccccc3C(F)(F)F)sc2n1	-1%
3	O=S(=O)(Cc1ccccc1)Nc1ccc(S(=O)(=O)N2CCCC2)cc1	-36%[57.5 µM]
4	COC(=O)C1=C(C(=O)OC)C(c2ccccc2O)c2sc(=O)[nH]c2S1 (stereo not drawn)	4%
5	COc1cc(C(=O)NC(=S)Nc2ccc3c(c2)C(=O)N(C)C3=O)cc(OC)c1OC	5%
6	CCOC(=O)c1c(C)n(C)c2ccc(OCC(O)Cn3nc(C)c(Br)c3C)cc12 (stereo not drawn)	1%
7	Cc1ccc(-c2csc(/C(C#N)=C/Nc3ccccc3SC(F)(F)F)n2)c(C)c1	6%
8	COc1ccc(NC(=O)CN2C(=O)/C(=C3\SC(=S)N(C4CCS(=O)(=O)C4)C3=O)c3ccccc32)cc1 (stereo not drawn)	7%[57.5 µM]
9	Cc1ccc(C(=O)Nc2ccc(NC(=O)c3cccs3)cc2)cc1[N+](=O)[O-]	-5%
10	CCOC(=O)c1ccc(NC(=S)NNC(C)(C)C)cc1	27%[57.5 µM]
11	CCCCc1c(C)nc2ccccc2c1SCCC#N	3%
12	CSc1ccccc1C(=O)C1CCCN(C(=O)c2ccc(N3CCOCC3)cc2)C1 (stereo not drawn)	-10%
13	CCSC1=N/C(=C\c2ccc(OC)cc2)C(=O)N1	9%
14	CC(C)N(Cc1ccccc1)C(=O)CCc1ccccc1	-2%
15	CCCn1c(N2CCN(C(=O)Nc3ccccc3)CC2)nc2ccccc21	-4%
16	O=C(NN1C(=O)C2C3C=CC([C@H]4CC34)[C@@H]2C1=O)c1ccc(Br)cc1 (stereo partly drawn)	3%[57.5 µM]
17	O=C(CNC(=O)c1ccc(Cl)cc1)NCC(F)(F)F	-1%
18	CCOc1cc(/C=N/O)ccc1OCc1ccc([N+](=O)[O-])cc1	-1%
19	Cn1cccc1/C=C1\SC(=O)N(c2ccc(O)cc2)C1=O	3%
20	CCc1ccccc1NC(=O)c1cnccn1	-2%
21	O=C(CCc1ccc(O)cc1)N/N=C/c1coc2ccccc2c1=O	6%[57.5 µM]
22	COc1ccccc1N1CC(C)(C)C(=O)N(C(=O)c2ccc(Cl)cc2)C1=S	3%[57.5 µM]
23	CCOCCCNc1nc2c(-c3ccccc3)nnn2c2ccccc12	-2%
24	CCCNC(=O)c1ccc2c(=O)c(O)c(C)[nH]c2c1	7%[57.5 µM]
25	CC(=O)Nc1ccc(C(=O)N/N=C/c2ccc(F)cc2)cc1	-8%

New compounds follow.
#	structure	ERK EGF block
26	COc1cc(/C=C2\C(=O)NN(c3ccccc3)C2=O)ccc1OCC(N)=O	0%
27	COc1ccc(N/C=C(\C2OC(=O)c3ccccc32)[N+](=O)[O-])cc1 (stereo not drawn)	u
28	C[C@](N)(Cc1ccc(O)c(O)c1)C(=O)O	6%&9%&4%
29	O=c1c2ccccc2nc(COc2ccccc2)n1/N=C/c1c[nH]c2ccccc12	-3%
30	Cc1cccc(OCC(=O)Nc2nnc(-c3ccco3)s2)c1	3%
31	COc1cc(/C=N/NC(=O)CC2(C)OCCCO2)ccc1OCc1ccc(Cl)cc1Cl	8%
32	CON(C)S(=O)(=O)c1ccc2c(c1)N(Cc1ccc(C)cc1)C(=O)C1CCCN21 (stereo not drawn)	1%
33	CCN1CCN(C(=O)c2ccc(C(F)(F)F)cc2)CC1	-5%
34	CCOCCCNc1c2c(nc3cc(-c4ccc(F)cc4)nn13)CCC2	5%
35	O=C(CSC1=N/C(=C/c2ccc(Cl)c(Cl)c2)C(=O)N1c1ccccc1F)NC1CC1	11%
36	O=C(NCC1CCCO1)C(=O)N/N=C/c1ccc(O)c(Cl)c1 (stereo not drawn)	-12%[57.5 µM]
37	Cc1cc(C)n2cc(COc3ccc4ccccc4c3)nc2n1	-14%
38	OCCC1CN(Cc2cc(F)ccc2-n2cccn2)CCN1Cc1ccc(F)cc1 (stereo not drawn)	5%[57.5 µM]
39	CC(Sc1ccccc1)C(=O)NN=C1CCN(C)CC1 (stereo not drawn)	-8%
40	N#C/C(=C\c1ccc(OC(F)F)cc1)C(=O)N1CCCCC1	-4%[57.5 µM]
41	O=C(/C=C/c1ccc(F)cc1)N1CC[C@@]2(O)CCCC[C@H]2C1	u
42	CC(=O)NC(CCS(C)(=O)=O)C(=O)Nc1ccc(Oc2ccccc2)cc1 (stereo not drawn)	2%
43	COc1ccccc1CNC(=O)C1CC(c2ccccc2C(F)(F)F)=NO1 (stereo not drawn)	-8%[57.5 µM]
44	O=C(Nc1cccc([N+](=O)[O-])c1)c1ccncc1	0%
45	O=C(Nc1cscc1S(=O)(=O)c1ccc(Cl)cc1)c1ccccc1Cl	-12%[57.5 µM]
46	CCC(C)c1ccccc1NC(=O)COC(=O)c1ccc2c(c1)S(=O)(=O)c1ccccc1C2=O (stereo not drawn)	2%
47	O=C(COC(=O)c1nc(Cl)ccc1Cl)Nc1ccc2c(c1)OCO2	-5%
48	CCOc1cc(/C=N/Nc2nc3ccccc3[nH]2)cc(Br)c1OCC(=O)N(C)C	-9%
49	CC(=O)NS(=O)(=O)c1ccc(NC(=O)CCc2ccccc2)cc1	0%
50	COc1ccc(NC(=O)C2C(=O)N(CCO)C3(C)CC2c2ccccc2O3)cc1 (stereo not drawn)	-13%[57.5 µM]

A different layout for four compounds above:
#44 O=C(Nc1cccc([N+](=O)[O-])c1)c1ccncc1
- ERK EGF block: 0%
#45 O=C(Nc1cscc1S(=O)(=O)c1ccc(Cl)cc1)c1ccccc1Cl
- ERK EGF block: -12%[57.5 µM]
#46 CCC(C)c1ccccc1NC(=O)COC(=O)c1ccc2c(c1)S(=O)(=O)c1ccccc1C2=O (stereo not drawn)
- ERK EGF block: 2%
#47 O=C(COC(=O)c1nc(Cl)ccc1Cl)Nc1ccc2c(c1)OCO2
- ERK EGF block: -5%

Next part.
#	structure	ERK EGF block
51	Cc1noc(C)c1S(=O)(=O)Nc1ccc(C(=O)N2CCN(c3ccc(F)cc3)CC2)cc1	28%[57.5 µM]
52	COC(=O)C1=C(C)N(CCc2c[nH]c3ccccc23)C(=O)/C1=C\N(C)C	-10%
53	COc1ccc(-c2ccc(SCC(=O)c3ccccc3)nn2)cc1OC	3%
54	Cc1cc(C)cc(OCCNC(=O)C(C)N2C(=O)c3ccccc3C2=O)c1 (stereo not drawn)	3%
55	CCCCN(CCCC)C(=O)CSc1nnc2n(C)c(=O)c3c4c(sc3n12)CCCC4	9%
56	CCN(CC)S(=O)(=O)N1CCC(C(=O)NCc2ccco2)CC1	-5%[57.5 µM]
57	Cc1nn(C)c(C)c1S(=O)(=O)N(CC(=O)NCc1ccco1)c1ccc(C(C)C)cc1	15%
58	Cc1noc(C)c1C(=O)NCc1ccccc1Br	-6%
59	COc1ccc(-c2[nH]ncc2CN2CCCC2c2nonc2C)c(F)c1 (stereo not drawn)	-11%
60	CCC/C=C(\CCC)C(NC(=O)OCC(C)C)c1ccccc1 (stereo not drawn)	-3%
61	CCOC(=O)C1=C(CC)Nc2ccccc2N/C1=N\S(=O)(=O)c1ccc(C(=O)OCC)cc1	-5%
62	O=C1CN(C(=O)CSc2nc3ccccc3c(=O)n2Cc2ccc(F)cc2)c2ccccc2N1	20%
63	CCOC(=O)c1c(NC(=O)COC(=O)CNC(=O)c2ccco2)sc(C)c1C	-15%
64	Fc1ccc(CNCCC(Cc2ccccc2)c2ccco2)cc1 (stereo not drawn)	16%[57.5 µM]
65	Cc1noc(C)c1C(=O)N1CCC(C(=O)c2ccc(F)cc2F)CC1	9%[57.5 µM]
66	CCCC(=O)Nc1ccc(OCC(O)CNC(C)C)c(C(C)=O)c1 (stereo not drawn)	-5%[57.5 µM]
67	NC1=NC(=O)/C(=C/c2cn(Cc3ccccc3)c3ccccc23)S1	16%
68	O=C(OCc1csc(-c2ccccc2)n1)c1ccc(O)cc1	0%
69	CC(=O)Nc1ccc(N2CC(C)(C)C2=O)cc1	-3%
70	Cc1ccccc1-n1c(SCC(=O)N2CCC(C(=O)O)CC2)nnc1-c1ccncc1	35%
71	COc1ccccc1COn1c(=O)c(-c2ccco2)[n+]([O-])c2ccccc21	-3%
72	COc1ccc(NC(=O)N2CCCC(CNS(=O)(=O)c3cccs3)C2)c(C)c1 (stereo not drawn)	-2%
73	Cc1ccc(N=Cc2nc(-c3ccc(C)cc3)oc2O)cc1	-4%
74	Cc1cccc2nc3c(nc12)-c1ccccc1C3=O	u
75	Cc1ccc(S(=O)(=O)N2CCC(=O)N(C(COCc3ccc(C(F)(F)F)cc3)Cc3ccccc3)CC2)cc1 (stereo not drawn)	8%

Next part
#	structure	ERK EGF block
76	COc1ccc(C(=O)C2CCN(C(=S)NCCc3ccccc3)CC2)cc1	8%
77	CCOc1ccc(-c2nnc(SCC(=O)N3CCN(c4ccccc4)CC3)o2)cc1	-1%
78	CNC(=O)c1[nH]cnc1C(=O)N[C@@H](Cc1ccccc1)C(=O)OCc1ccccc1	-12%[57.5 µM]
79	COC(=O)C1=C(C)NC(=S)NC1c1ccc(-c2cccc(Cl)c2)o1 (stereo not drawn)	8%
80	CCOC(=O)/C(=C\c1c[nH]c2ccccc12)NC(C)=O	-2%
81	O=C(CSc1nc2c(c(=O)n1-c1ccccc1)SCC2)N1CCN(c2ccccc2)CC1	-3%
82	O=C(NN=C1c2ccccc2-c2ccccc21)c1cccc(Br)c1	3%
83	Cc1ccc(S(=O)(=O)N2CC(O)CC2C(=O)OCc2nc3sc(C)c(C)c3c(=O)[nH]2)cc1 (stereo not drawn)	-4%
84	Cc1ccc2nc(-c3ccc(NC(=O)CN4C(=O)c5ccccc5C4=O)cc3)sc2c1	6%
85	NC(=O)N/N=C\c1cccs1	14%[57.5 µM]
86	CC(=O)Nc1ccc(Nc2cc(-c3ccccc3)nc3ncnn23)cc1	-1%
87	O=C(Nc1ccc(N2CCOCC2)cc1)c1nc2ccccc2s1	10%[57.5 µM]
88	COc1ccc(CNC(=O)c2cc(-c3cc(C)cc(C)c3O)n[nH]2)cc1	u
89	N=C1/C(=C/c2ccc(OC(=O)c3ccco3)cc2)C(=O)N=C2SC=CN12	-15%
90	Cc1nnc(SCC(=O)Nc2nnc(SCc3cccc(Br)c3)s2)s1	9%
91	O=C(COC(=O)c1cc[n+]([O-])cc1)Nc1cccc(Cl)c1Cl	-1%
92	COc1ccc(CCNC(=O)CSc2nn(-c3ccccc3)c(=S)s2)cc1	-4%[57.5 µM]
93	CC[C@@H](C)C(NC(=O)OC(C)(C)C)c1cn([C@@H](Cc2ccc(O)cc2)C(=O)N2CCN(C(=O)OC(C)(C)C)CC2)nn1 (stereo partly drawn)	-14%[57.5 µM]
94	O=C(CCC(=O)N/N=C/c1cc(Cl)cc(Cl)c1O)NCc1ccccc1	-16%
95	CCNC(=O)N1CCN(C(=O)NCC)CC1	-6%
96	NCCCCCC(=O)N/N=C/c1ccc2nccnc2c1	-2%[57.5 µM]
97	O=C(COc1ccc2ccccc2c1)Nc1nccs1	3%
98	Cc1cc(NC(=O)CN2C(=O)NC3(CCCCC3)C2=O)no1	3%
99	O=C(Nc1ccc(Cl)cn1)c1ccc2c(c1)OCCO2	-6%
100	CCn1cc(C(=O)NCc2cccs2)c(=O)c2cc(S(=O)(=O)N3CCOCC3)ccc21	-4%[57.5 µM]

Rewritten as labelled records: part of the list above
69	CC(=O)Nc1ccc(N2CC(C)(C)C2=O)cc1
  ERK EGF block: -3%
21	O=C(CCc1ccc(O)cc1)N/N=C/c1coc2ccccc2c1=O
  ERK EGF block: 6%[57.5 µM]

Continued.
#	structure	ERK EGF block
101	Cc1ccc(Nc2nc(C(=O)N3CCC(C(=O)NC(C)C)CC3)cs2)cc1	-9%[57.5 µM]
102	CCOC(=O)c1ccc(NC(=O)Nc2cc(C)cc(C)n2)cc1	0%
103	O=S(=O)(c1cccc2c(Cl)cccc12)N1CCCNCC1	u
104	CC(C)(C)c1ccc2c(c1)OC(C(=O)N/N=C\c1ccncc1)CO2 (stereo not drawn)	4%[57.5 µM]
105	Cc1c(/C=N/Nc2ccc(F)cc2)c(O)n(C)c(=O)c1C#N	-4%
106	Cc1ccc(/C=N/N(C)C2=NS(=O)(=O)c3ccccc32)o1	30%
107	Cc1ccc(NC(=O)CSc2nnc(C)c(=O)n2N)c(C)c1	-3%
108	O=C(NCc1ccccc1)C1=C[C@@H](c2coc3ccccc3c2=O)C[C@@H](OCc2ccc(CO)cc2)O1	-7%[57.5 µM]
109	Nc1ccc(-c2nc3ccc([N+](=O)[O-])cc3[nH]2)cc1	-9%
110	CCOc1ccc2c(c1)nc(NCCCO)n2Cc1ccccc1	-2%[57.5 µM]
111	Cc1ccc(S(=O)(=O)N2CCN(c3ccnc4cc(Cl)ccc34)CC2)cc1	1%
112	COc1nc(NCCO)nc(Nc2ccccc2F)n1	7%
113	Cc1ccc(-c2nnc(NCc3ccccc3)c3ccccc23)cc1	-1%
114	Cn1c(=O)cc(N2CCN(C(=O)c3ccco3)CC2)[nH]c1=O	-2%[57.5 µM]
115	O=C(Nc1nnc(-c2cccs2)s1)c1cccc(F)c1	-5%
116	CCOC(=O)/C(=N\Nc1cccc(Cl)c1)Sc1nnc(-c2ccc(OC)cc2)n1C	1%
117	CC(=O)C1=C(O)C=C2Oc3c(C(C)=O)c(O)c(C)c(O)c3[C@]2(C)C1=O	-17%

The list is partial; rates above refer to the full screens.
